Screening results from PubChem.
D2 agonist – HTS Assay for Allosteric Agonists of the Human D2 Dopamine Receptor: Primary Screen for Agonists; HEK293 T-REx D2 cells, calcium flux agonist mode; AID 485358, 2010; hit rate 0.53% among 340,000; activation, % at 2 µM; D(2) dopamine receptor (Homo sapiens), P14416;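 active means activation over 3 SD above normal in the single-dose calcium agonist read, cut at about 30% in these data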; further: 0% is about no effect
Target sequence (P14416 whole entry, looked up): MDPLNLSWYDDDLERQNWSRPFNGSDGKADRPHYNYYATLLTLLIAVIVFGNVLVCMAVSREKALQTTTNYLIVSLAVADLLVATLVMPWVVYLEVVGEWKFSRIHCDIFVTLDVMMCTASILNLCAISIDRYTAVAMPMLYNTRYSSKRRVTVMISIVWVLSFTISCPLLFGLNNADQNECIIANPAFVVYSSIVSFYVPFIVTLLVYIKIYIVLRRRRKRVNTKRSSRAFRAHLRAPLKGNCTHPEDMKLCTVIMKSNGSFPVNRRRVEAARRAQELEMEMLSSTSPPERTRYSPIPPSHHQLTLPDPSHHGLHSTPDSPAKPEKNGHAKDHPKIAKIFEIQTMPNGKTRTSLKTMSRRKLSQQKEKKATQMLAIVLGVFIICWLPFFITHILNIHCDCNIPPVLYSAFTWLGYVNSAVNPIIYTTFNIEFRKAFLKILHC
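Agonism is scored from calcium flux in a force-coupled, inducible HEK293 cell line expressing D2, read kinetically for 180 s after compound addition against dopamine controls.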
D2 PAM – HTS Assay for Positive Allosteric Modulators of the Human D2 Dopamine Receptor: Primary Screen for Potentiators | HEK293 T-REx D2, calcium flux, EC20 dopamine potentiation | potentiation, % at 10 µM | D(2) dopamine receptor (Homo sapiens), P14416 | hit rate 0.34% among 340,000;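 active means potentiation over 3 SD above the plate norm, cut at about 30% in these data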; further: 0% is about no effect
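Primary screen. Calcium kinetics in induced HEK293 T-REx D2 cells: compound pre-addition 180 s, EC20 dopamine, 180 s more.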
TRHR PAM – qHTS for Small Molecule Agonists and Allosteric Enhancers of Human TRH Receptor: Primary Screen for Enhancers; AID 493056, 2011; enhancement, % at 2 µM; hit rate 0.66% among 360,000; Thyrotropin-releasing hormone receptor (Homo sapiens), P34981; TRHR cells, fluo-8 calcium fluorescence, EC20 TRH enhancement; in the data active means enhancement above about 30%; further: 0% is about no effect
Target sequence (P34981 whole entry, looked up): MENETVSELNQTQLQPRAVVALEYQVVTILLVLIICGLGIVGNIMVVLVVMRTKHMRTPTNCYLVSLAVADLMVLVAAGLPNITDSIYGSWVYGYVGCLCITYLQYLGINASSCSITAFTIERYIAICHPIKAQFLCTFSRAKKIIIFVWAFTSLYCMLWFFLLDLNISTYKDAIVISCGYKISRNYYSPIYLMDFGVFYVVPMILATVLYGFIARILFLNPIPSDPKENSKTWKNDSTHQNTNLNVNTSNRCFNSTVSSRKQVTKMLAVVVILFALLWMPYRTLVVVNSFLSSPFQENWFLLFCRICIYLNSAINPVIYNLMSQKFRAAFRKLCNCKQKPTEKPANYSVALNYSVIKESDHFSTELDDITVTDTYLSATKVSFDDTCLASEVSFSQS
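Enhancer read-out: after compound pinning and an initial kinetic agonist-mode read, an EC20 of TRH (10 nM final) was injected and fluo-8 calcium signal (Ex 480/Em 530) followed at 1 s/cycle for 100 cycles in TRHR-expressing cells.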
D2 antag – HTS Assay for Allosteric Antagonists of the Human D2 Dopamine Receptor: Primary Screen for Antagonists. D(2) dopamine receptor (Homo sapiens), P14416. HEK293 TREx D2 cells, calcium flux, dopamine EC80. inhibition, % at 10 µM. hit rate 2% among 340,000. AID 485344, 2010; in the data active means inhibition above about 30%; further: 0% is about no effect
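Antagonism is scored as inhibition of an EC80 dopamine-evoked calcium signal in a force-coupled, tetracycline-inducible HEK293 T-REx D2 line, with compound present 180 s before agonist.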
RXFP1 antag – qHTS Assay for Antagonists of the Relaxin Receptor RXFP1; Relaxin receptor 1 (Homo sapiens), Q9HBX9; HEK293-RXFP1, relaxin-stimulated cAMP HTRF, 30 min; stronger effect = lower value; activity change, negative = inhibition, % at 57.5 µM; hit rate 0.59% among 350,000;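 active means activity change of -60% or lower, but not beyond a set lower limit; inconclusive means change between -60% and -40%, or beyond the set limit; inactive means change above -40%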; further: on the % scale 0 is the no-effect control and ±100 the full control effect
D1 agonist – Allosteric Agonists of the Human D1 Dopamine Receptor: qHTS; HEK293 T-REx D1 cells, calcium flux, agonist mode; activation, % at 2 µM; hit rate 1% among 360,000; AID 504660, 2011; further: 0% is about no effect
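Inducible HEK293 T-REx D1 cells, force-coupled to calcium signalling, were plated at 4000 cells/well with tetracycline and held overnight at 30 C. After no-wash calcium dye loading, compound-evoked calcium rise over 180 s flagged agonists.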
TRHR ag – qHTS for Small Molecule Agonists and Allosteric Enhancers of Human TRH Receptor: Primary Screen for Agonists | TRHR cells, calcium flux fluo-8, FDSS agonist mode | hit rate 0.18% among 360,000 | activation, % at 2 µM | AID 493084, 2011; further: 0% is about no effect
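Agonist-mode FDSS calcium read (Ex 480/Em 530, 1 s cycles) in 1536-well TRHR cells with fluo-8 dye, after 10-cycle baseline and 23 nL compound addition; TRH at EC20 (10 nM final) added afterwards for the enhancer phase.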
D1 PAM – Potentiators of Human D1 Dopamine Receptor: qHTS | potentiation, % at 10 µM | HEK293 TREx D1 cells, calcium flux, dopamine EC20 potentiation | AID 504651, 2011 | hit rate 0.036% among 360,000; in the data active means potentiation above about 30%; further: 0% is about no effect
D1 antagonist – Antagonist of Human D 1 Dopamine Receptor: qHTS | activity change, negative = inhibition, % at 10 µM | HEK293 TREx D1 cells, calcium flux, dopamine EC80; stronger effect = lower value | D(1A) dopamine receptor (Homo sapiens), P21728 | hit rate 3.2% among 360,000; in the data active means activity change below about -30%; further: on the % scale 0 is the no-effect control and ±100 the full control effect
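Calcium flux readout: force-coupled, inducible Hek293 Trex D1 line, cells induced overnight at 30 C with tetracycline, dye-loaded 30–90 min at RT. Antagonism scored against EC80 dopamine challenge given 180 s after compound.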
Numbers without * were called inactive; ? = inconclusive; nt = not tested or not shown; & = joins results of further samples. Unless noted, no stated cut-off is given here; in the data, active means activation above about 30%; inactive means the rest.

SMILES	D2 agonist	D2 PAM	TRHR PAM	D2 antag	RXFP1 antag	D1 agonist	TRHR ag	D1 PAM	D1 antagonist
O=C(COC(=O)/C=C/c1ccc([N+](=O)[O-])cc1)NCc1ccccc1	1.3	0	1	-21	-1	4	-0.2	-4	-7
O=C(CC1C(=O)NCCN1CC1CCCCC1)NCCCN1CCOCC1 (stereo not drawn)	nt	nt	-2	nt	-1	7	-0.1	-2	-6
COc1ccc(/C=C2\SC(=O)N(CC(=O)Nc3cccnc3)C2=O)cc1OC	0.7	10	3	6	-5	1	-1.3	1	-12
CSc1ncc(-c2ccccc2)cn1	nt	nt	1	nt	2	6	-0.2	-2	-3
CCOc1ccc(S(=O)(=O)N2CCCC(C(=O)NCc3ccccn3)C2)cc1 (stereo not drawn)	-1.0	13	-3	4	9	1	-1.4	-2	4
COc1cccc(C(=O)Nn2c(C)nnc2-n2nc(C)cc2C)c1	nt	nt	5	nt	-2	-1	0.2	-2	3
CC1(C2CC2)NC(=O)N(CC(=O)Nc2ccccc2C#N)C1=O (stereo not drawn)	0.4	12	2	10	20	3	-0.2	0	-1
O=C(COC(=O)c1ccc([N+](=O)[O-])s1)Nc1ncc(C(F)(F)F)cc1Cl	0.6	-9	2	0	-10	2	1.2	0	-6
O=S(=O)(Nc1nc2ccccc2s1)c1cnc(Cl)c(Br)c1	0.3	-2	-3	-7	-9	7	0.0	-3	-2
O=C(CN1CCN(S(=O)(=O)c2ccccc2)CC1)NCc1ccccc1	0.9	6	-5	3	1	8	-0.5	-9	-8
Cc1ccc(S(=O)(=O)N2CCOCC2)cc1C(=O)N1CCN(S(=O)(=O)c2cccs2)CC1	-0.1	-3	4	8	2	0	-0.3	2	1
CCOc1cc(S(=O)(=O)N2CCCCC2)ccc1F	-2.1	24	-1	-12	11	-2	-0.4	6	3
CC(C)NS(=O)(=O)c1ccc(CCC(=O)N2CCCC2)cc1	0.5	-3	9	21	3	3	0.0	-4	5
CC(C)c1ccc(NC(=O)N2CCOCC2)cc1	1.4	-4	18	-2	-3	1	-2.2	-3	1
CCOc1ccc(CCNC(=O)c2cc3cc4ccc(OC)cc4nc3s2)cc1OCC	0.4	nt	4	nt	nt	2	0.2	-3	-13
Cc1cccc(-n2c(C)nc3cc(C(=O)NC4CCCCCC4)ccc32)c1	0.7	11	2	nt	-13	-3	-0.8	1	-8
CCn1c(SCC(=O)NC2CCCC2)nnc1-c1ccncc1	7.6	nt	0	2	-18	0	0.3	-2	2
CSc1cccc(NC(=O)c2cccc3cccnc23)c1	0.1	-2	-5	-6	16	1	-0.1	-4	8
O=C(O)C1C2C=CC(C2)C1C(=O)NCCC1=CCCCC1 (stereo not drawn)	0.5	-2	-6	-1	-4	1	0.1	-2	-2
CN1CCC(N(C)S(=O)(=O)c2ccc(NC(=O)COc3ccc(Cl)cc3)cc2)CC1	1.9	-4	0	-1	-26	48*	1.7	-3	-18
O=C(Cn1ccc2cc(S(=O)(=O)N3CCCCCC3)ccc21)NCCc1ccccc1Cl	0.6	-3	1	nt	-4	1	0.6	6	-3
O=C(NC1CCCC1)C(c1ccsc1)N(C(=O)Cc1cccs1)c1cccc(F)c1 (stereo not drawn)	0.2	-2	-1	-15	-8	5	0.2	-9	-32*
CN1CCN(C(=O)C2=C[C@H](c3ccc(C(F)(F)F)cc3)C[C@H](OCc3ccc(CO)cc3)O2)CC1	0.8	-19	-3	0	nt	17	1.2	-5	-5
Cc1ccccc1NS(=O)(=O)c1ccc2[nH]c(=O)[nH]c2c1	0.4	7	30*	-10	6	3	0.3	-3	-1
CCOC(=O)c1c(NC(=O)c2ccccc2Cl)sc2c1CCc1ccccc1-2	2.2	1	6	-5	-4	3	0.2	-4	-2

Entries listed so far containing a Cl atom:
SMILES	D2 agonist	D2 PAM	TRHR PAM	D2 antag	RXFP1 antag	D1 agonist	TRHR ag	D1 PAM	D1 antagonist
O=C(COC(=O)c1ccc([N+](=O)[O-])s1)Nc1ncc(C(F)(F)F)cc1Cl	0.6	-9	2	0	-10	2	1.2	0	-6
O=S(=O)(Nc1nc2ccccc2s1)c1cnc(Cl)c(Br)c1	0.3	-2	-3	-7	-9	7	0.0	-3	-2
CN1CCC(N(C)S(=O)(=O)c2ccc(NC(=O)COc3ccc(Cl)cc3)cc2)CC1	1.9	-4	0	-1	-26	48*	1.7	-3	-18
O=C(Cn1ccc2cc(S(=O)(=O)N3CCCCCC3)ccc21)NCCc1ccccc1Cl	0.6	-3	1	nt	-4	1	0.6	6	-3
CCOC(=O)c1c(NC(=O)c2ccccc2Cl)sc2c1CCc1ccccc1-2	2.2	1	6	-5	-4	3	0.2	-4	-2

The list goes on:
SMILES	D2 agonist	D2 PAM	TRHR PAM	D2 antag	RXFP1 antag	D1 agonist	TRHR ag	D1 PAM	D1 antagonist
Cc1cc(C)c2c(CN3CCOCC3)cc(=O)oc2c1	0.7	21	-1	-13	-1	0	0.6	7	22
N#CCOc1coc(CN2CCN(c3cccc(Cl)c3)CC2)cc1=O	-0.5	-7	-1	-7	-18	1	0.8	0	-1
Cc1ccc(N(C(=O)c2snc(C(N)=O)c2N)C(C(=O)NCC2CCCO2)c2ccc3ncccc3c2)cc1 (stereo not drawn)	-0.6	-4	6	-7	-5	0	0.2	2	4
COc1ccc(CNC(=O)COc2ccc(S(=O)(=O)N3CCOCC3)cc2C)cc1	0.5	2	8	-19	8	7	0.2	-4	-9
Cc1ccc([N+](=O)[O-])c(OCC(O)CNC(C)(C)C)c1 (stereo not drawn)	-1.4	11	2	3	2	6	-0.9	-7	-28
Cc1ccc(-c2onc(C)c2C)cc1S(=O)(=O)N1c2ccccc2CC1C (stereo not drawn)	0.2	-1	7	nt	-30	2	0.5	-4	-25
O=C(NCCCN1CCN(C2CCCCC2)CC1)Nc1ccccc1C(F)(F)F	0.3	4	-13	14	4	3	0.3	13	4
COc1cc([N+](=O)[O-])cc(/C=N/NC(=O)CSc2nnc(-c3ccccc3)n2C)c1O	0.0	3	3	14	-10	0	0.3	4	-16
CCOC(=O)CN1C(=O)Nc2ccc(Br)cc2C1c1ccccc1 (stereo not drawn)	0.7	8	1	-3	-5	6	0.6	3	-2
NC(=O)c1sc2nc(-c3ccccc3)c3c(c2c1N)CCCC3	0.4	nt	-4	-20	5	0	-1.7	-4	2
COC(=O)NCC(C)OC(=O)Nc1cccc(Cl)c1 (stereo not drawn)	0.0	27	4	4	-1	7	-0.3	-5	-22
COc1cccc(-c2ccc3ncnc(NCc4cccc(C)c4)c3c2)c1	0.2	-7	-5&3	-5	nt	5&2	0.3&0.8	-1&0	-8&-15
Cc1cc(C)n2nc(SCC(=O)Nc3ccc(F)cc3)nc2n1	0.5	7	-1	6	7	6	0.2	-2	-2
CCOC(=O)N1CCN(CCC(=O)c2ccc(OC)cc2)CC1	-1.8	-11	7	-2	1	-2	0.3	6	-35*
COc1cccc2cc(C(=O)NC(C)c3ccccc3)c(=O)oc12 (stereo not drawn)	-0.2	-4	-2	17	-2	-1	0.1	-8	-1
CCOc1ccc(NC(=O)c2c(NCc3ccc(C)o3)sc3c2CCC(C)C3)cc1 (stereo not drawn)	0.1	22	3	nt	?	2	0.5	0	-1
COc1ccc(C2C(C(=O)N3CCCCC3)c3ccccc3C(=O)N2C)cc1 (stereo not drawn)	0.2	-1	-12	-3	-1	1	0.4	0	-8
CC(C)N1CCC(N2CCN(C3CCCCCC3)CC2CCO)CC1 (stereo not drawn)	1.3	-14	13	-16	-1	0	0.1	9	9
CC(CN1CCOCC1)OC(=O)C1COc2ccccc2O1 (stereo not drawn)	nt	nt	1	nt	-15	2	0.6	0	4
CC1(C)CC(NC(=O)C(Cl)(Cl)Cl)CC(C)(C)N1	0.2	1	-1	-14	-4	4	0.6	4	10
Cc1ccc(SCCN2CCN(C)CC2)cc1	0.9	5	17	-9	5	5	0.5	3	11
CCOc1ccc(C(=O)Nc2ccc3oc(-c4ccc(C)cc4C)nc3c2)cc1Br	0.2	-6	-9	nt	-1	0	-0.7	0	-4
Cc1cccc(-c2noc(-c3ccccc3C(=O)NCc3ccco3)n2)c1	0.8	7	20	-3	-1	11	-0.6	-3	-16
Cc1nc2ccc(S(=O)(=O)NC(C(=O)Nc3nccs3)C(C)C)cc2s1 (stereo not drawn)	-0.7	3	-4	26	nt	4	0.8	-8	10
CC1(C)Nc2ccccc2N(CCC(=O)N2CCOCC2)C1=O	0.8	6	7	-3	-2	3	0.2	-2	3

Next section
SMILES	D2 agonist	D2 PAM	TRHR PAM	D2 antag	RXFP1 antag	D1 agonist	TRHR ag	D1 PAM	D1 antagonist
CC(C)c1nnc(-c2ccc(Cl)cc2)c(N(C)C)n1	-0.8	7	-4	-24	40	0	0.0	3	-9
Cc1cc(C)cc(C(=O)NCC(c2ccc(N(C)C)cc2)N2CCCC2)c1 (stereo not drawn)	-0.7	-22	1	nt	-36	1	-0.8	3	8
COc1ccc(NC(=O)CN(C)C(=O)Cc2ccc(-c3ccccc3)cc2)cc1	-0.1	1	18	-8	-7	3	-0.2	-10	-23
NC(=O)C1CCN(CCC(=O)Nc2ccc3c(c2)CCC3)CC1	nt	nt	-3	nt	5	0	-0.1	-1	-18
N#C/C(=C\c1ccc(C#N)cc1)C(=O)N1CCCC1	1.7	8	2	5	nt	-1	0.4	-1	1
COC(=O)CC1C(=O)NCCN1C(=O)CSc1nc2ccc([N+](=O)[O-])cc2s1 (stereo not drawn)	-0.1	10	-4	4	-1	3	0.8	-3	1
COc1ccc(C(C)=O)cc1COC(=O)c1ccc(N)c([N+](=O)[O-])c1	-0.2	19	15	-26	-18	-2	1.0	-2	-3
O=C(NCCCN1CCOCC1)c1ccc(NC(=O)C2COc3ccccc3O2)cc1 (stereo not drawn)	1.1	4	-1	-10	11	1	-0.6	-3	-2
O=C(Nc1cc(C(F)(F)F)ccc1N1CCOCC1)c1ccccc1	0.2	-6	1	6	-9	-2	0.3	-1	21
CC1=C(C(=O)N2CCOCC2)C(c2ccc(OC(F)F)cc2)NC(=S)N1c1ccccc1 (stereo not drawn)	-0.6	-11	6	3	5	0	-0.4	-6	nt
CC1(/[N+]([O-])=C/c2ccc(Cl)cc2Cl)CCCCC1=O (stereo not drawn)	-0.5	2	3	-18	-6	0	0.2	-7	-5
O=C(COC(=O)c1ccc(F)cc1F)NC(=O)Nc1ccc2c(c1)OCCO2	0.6	-5	6	5	1	3	0.8	0	25
